CYP2C19 activ – activators of human cytochrome P450 2C19; P33261; recombinant CYP2C19, luciferin-H EGE luminescence; stronger effect = higher value; 0 = fully inhibited enzyme, 1 = untreated enzyme; activation factor at 5 µM; 96,000 tested, under 10 active;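 active = activation factor of at least 2 at 5 µM in the primary screen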;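 also: 0 = wells with 2.5 mM tranylcypromine and 1 = vehicle-only wells; values of inactives mirror those of a sister screen read the other way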
Target sequence (P33261 whole entry, looked up): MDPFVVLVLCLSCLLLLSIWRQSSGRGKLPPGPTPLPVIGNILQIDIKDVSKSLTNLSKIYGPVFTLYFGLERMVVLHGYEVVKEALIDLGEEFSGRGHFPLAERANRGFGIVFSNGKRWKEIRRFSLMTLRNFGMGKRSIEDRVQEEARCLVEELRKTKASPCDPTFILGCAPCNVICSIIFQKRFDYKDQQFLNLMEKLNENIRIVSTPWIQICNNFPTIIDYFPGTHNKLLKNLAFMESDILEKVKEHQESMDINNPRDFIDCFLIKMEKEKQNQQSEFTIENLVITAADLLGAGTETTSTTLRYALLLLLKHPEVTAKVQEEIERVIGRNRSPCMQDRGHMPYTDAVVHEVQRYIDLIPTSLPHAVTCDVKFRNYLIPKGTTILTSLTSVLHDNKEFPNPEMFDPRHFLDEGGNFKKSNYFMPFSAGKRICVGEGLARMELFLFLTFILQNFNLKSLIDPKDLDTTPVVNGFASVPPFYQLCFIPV
hDAT+cocaine – changed human dopamine transporter uptake under cocaine IC80; Q01959; LLC-PK1 hDAT cells, [14C]-dopamine uptake with cocaine IC80; actives deviate in either direction; B-score at 10 µM; 110,000 compounds, 1.3% hits;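 active = Z score or B-score, a plate-position-corrected score, falls beyond the plate's 99.7% confidence bounds, in either direction; inactive = both scores lie inside the 99.7% bounds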;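 also: scored against the spread of the other compound wells on the same plate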
CYP2C9 activ – activators of human CYP2C9; 96,000 compounds, 1.4% hits; P11712; recombinant CYP2C9, luciferin-H conversion, luminescence; stronger effect = higher value; factor 1 = untreated enzyme, 0 = blocked; activation factor at 5 µM;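 active = activation factor of 2 or more for CYP2C9 at a 5 µM dose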;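 also: 0 = sulfaphenazole-blocked wells and 1 = vehicle-only wells; values of inactives mirror those of a sister screen read the other way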
Target sequence (P11712 whole entry, looked up): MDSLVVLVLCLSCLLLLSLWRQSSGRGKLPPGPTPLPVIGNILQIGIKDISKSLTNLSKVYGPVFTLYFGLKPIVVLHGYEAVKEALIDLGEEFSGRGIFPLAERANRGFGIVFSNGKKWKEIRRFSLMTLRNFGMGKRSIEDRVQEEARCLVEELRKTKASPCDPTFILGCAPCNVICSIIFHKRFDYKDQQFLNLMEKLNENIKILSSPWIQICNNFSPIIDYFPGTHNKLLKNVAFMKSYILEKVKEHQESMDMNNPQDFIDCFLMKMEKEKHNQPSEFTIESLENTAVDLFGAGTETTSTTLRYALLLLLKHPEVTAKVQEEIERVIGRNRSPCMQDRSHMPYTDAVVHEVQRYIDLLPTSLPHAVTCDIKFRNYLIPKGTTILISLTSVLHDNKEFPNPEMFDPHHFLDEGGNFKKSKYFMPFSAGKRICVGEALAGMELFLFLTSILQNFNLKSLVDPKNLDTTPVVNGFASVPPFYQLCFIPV
Calb biofilm kill – kills Candida albicans biofilms; 85,000 compounds, 0.14% hits; C. albicans biofilm + clotrimazole, Alamar Blue; AID 834; inhibition, % at 6 µM;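 active = inhibition above 20%; inactive = inhibition below 20%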;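 also: preformed 24 hr biofilms exposed to compound for 48 hr; 0% = biofilm without compound and 100% = blank killed by clotrimazole plus chlorhexidine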
CYP2C9 inh – human CYP2C9 inhibition | CYP2C9 Supersomes, luciferin-H conversion, luminescence | 96,000 compounds, 20% hits | P11712 | inhibition, % at 5 µM;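 active = blocking of liver enzyme CYP2C9 beyond about 50% at 5 µM, limit read from the data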; also: values of inactives mirror those of a sister screen read the other way
IL1B cytotox – HUVEC cytotoxicity counter-screen, IL-1B stimulated. AID 845. cell count reduction, % at 2 µM. 94,000 compounds, 0.41% hits. HUVEC cell count loss, Hoechst imaging;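 active = cell count reduction more than 3 SD above the screen-wide mean, cut at about 70% in these data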;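 also: normalized per plate to untreated control cells as the no-loss baseline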
CYP2C19 inhib – human CYP2C19 inhibition | P33261 | CYP2C19 Supersomes, luciferin-H EGE luminescence, 30 min | inhibition, % at 5 µM | 96,000 compounds, 21% hits | AID 778;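 active = CYP2C19 inhibition above a set limit at 5 µM in the primary screen, cut at about 50% in these data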;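 also: plate controls were negative control wells for no effect and 2.5 mM tranylcypromine positive control for full effect; values of inactives mirror those of a sister screen read the other way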
VCAM1 TNFa inh – reduces TNF alpha induced VCAM1 expression in HUVEC. HUVEC TNFa-induced VCAM-1 immunofluorescence, high-content imaging. inhibition, % at 2 µM. 95,000 compounds, 0.48% hits. AID 802;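 active = inhibition above the batch mean plus 3 SD, with images confirmed as a hit by eye, cut at about 37% in these data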;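 also: 0% = TNF-stimulated DMSO wells and 100% = unstimulated control wells; not every result past the cut was called active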
TNFa cytotox – toxic to HUVEC cells under TNF alpha stimulation; HUVEC TNFalpha-stimulated, Hoechst cell count, imaging; cell count reduction, % at 2 µM; 93,000 compounds, 0.17% hits; AID 848;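 active = cell count reduction exceeding the screen mean by over 5 SD, scaled to untreated wells per plate, cut at about 78% in these data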;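 also: cells counted after 24 h of TNF alpha exposure following the 1 h pretreatment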
* = called active by the depositor; · = not tested or not shown.

SMILES | CYP2C19 activ | hDAT+cocaine | CYP2C9 activ | Calb biofilm kill | CYP2C9 inh | IL1B cytotox | CYP2C19 inhib | VCAM1 TNFa inh | TNFa cytotox
CCOc1cc(-c2nc3cc(C)ccn3c2NCC2CCCO2)ccc1O (stereo unspecified) | 1 | 0.38 | 0.9 | 1 | 9 | -16 | 3 | 16 | -15
Cc1ccc(NC(=O)c2cnn(-c3ccccc3)c2NC(=O)c2ccco2)cc1 | 0.9 | 0.99 | 0.7 | -1 | 35 | -22 | 14 | -11 | 6
CC(C)(C)c1nnc2sc(SCC(=O)c3cccs3)nn2c1=O | 0.7 | -0.24 | 0 | 2 | 96* | · | 26 | · | ·
COc1ccc(C)cc1S(=O)(=O)N(C)CC(=O)N1CCCCC1 | · | 2.5 | · | 4 | · | -1 | · | 6 | -24
Cc1cccc(OCc2nnc(NC(=O)c3cccs3)s2)c1 | 0.9 | -1.1 | 0.6 | 1 | 36 | -25 | 8 | 0 | -7
COc1ccc2c(c1)N(C(=O)CN1C(=O)C3CCCCC3C1=O)C(C)(C)C=C2C (stereo unspecified) | · | 1.2 | · | 7 | · | -8 | · | -5 | ·
O=C(CCSCCC(=O)NCc1ccccc1)NCc1ccccc1 | 1 | -0.62 | 0.9 | 1 | 14 | 7 | 0 | -14 | -10
O=C(NCC1CCCO1)c1onc(CSc2ccccc2)c1C(=O)O (stereo unspecified) | 0.9 | -0.018 | 1 | · | 1 | -8 | 14 | 1 | -32
CSc1nnc2c(n1)OC(C)N(C(=O)c1ccccc1)c1ccccc1-2 (stereo unspecified) | 0.8 | 0.2 | 0.5 | 7 | 54* | 4 | 24 | 22 | 11
Cc1cc(C)cc(-n2nnnc2-c2cn(C)nc2C(F)(F)F)c1 | 0.3 | -2.5 | 0.8 | · | 20 | -13 | 75* | 3 | -28
COc1ccc(CCNc2oc(Cc3ccccc3)nc2C#N)cc1OC | 0.3 | 0.75 | 0.5 | -2 | 50* | · | 75* | · | ·
CSc1ccc(Cl)c(C(=O)OCC(=O)N2CC(C)OC(C)C2)c1 (stereo unspecified) | 0.9 | -0.097 | 1.2 | -5 | -25 | -16 | 12 | -4 | -7
CSc1nc2[nH]c3c(c2c2ncnn12)CCCC3 | 0.9 | -0.19 | 0.8 | 5 | 20 | · | 8 | · | ·
CC(=O)Nc1cn(C(C)=O)c(C)n1 | 1 | -0.4 | 0.8 | 2 | 19 | · | -1 | · | ·
CCc1nc(NC2CCCCC2)c(C#N)c2c1COC(C)(C)C2 | 1.1 | -0.059 | 1 | 3 | 1 | -14 | -10 | 0 | 3
CCOC(=O)N1CCC(NC(=O)c2cc3c(=O)n(C)c4ccccc4c3n2C)CC1 | 0.9 | 0.51 | 1.2 | 8 | -17 | 10 | 9 | 27 | -6
COc1ccc(C(=O)N2CCCCC2)cc1S(=O)(=O)Nc1ccccc1 | 0.8 | -0.96 | 0.7 | 9 | 33 | 5 | 19 | 9 | -24
CCOC(=O)C1=C(c2ccccc2)Nc2c(c(=O)n(C)c(=O)n2C)C1c1ccc(O)c(OC)c1 (stereo unspecified) | 1 | 1.7 | 0.5 | 1 | 52* | -9 | -1 | -4 | -16
Cc1ccc(SC(=O)COc2ccccc2C)cc1 | 0.9 | -0.85 | 0.9 | -3 | 12 | 3 | 9 | 3 | -7
N=c1c2c3c(sc2ncn1N)CCCCC3 | 1.2 | 0.49 | 1.1 | · | -7 | · | -16 | · | ·
Cn1cc(S(=O)(=O)N2CCN(C(=O)c3ccco3)CC2)c(=O)n(C)c1=O | 1.1 | 0.4 | 1.2 | 20* | -22 | -6 | -15 | 6 | -26
CCN(CC)C(=O)c1sc2nc(-c3cccs3)cc(-c3ccc(Cl)cc3)c2c1N | 0.8 | 1.2 | 0.6 | 6 | 42 | -18 | 23 | -4 | -4
O=C(CN1CCN(C(=O)c2ccco2)CC1)Nc1ccc2c(c1)OCO2 | · | 0.07 | · | 2 | · | -16 | · | 22 | -13
Cc1ccccc1-n1nc2c(c1NC(=O)c1cc3ccccc3oc1=O)CS(=O)(=O)C2 | 1.1 | -0.4 | 1.1 | -3 | -5 | -53 | -6 | 0 | -21
COC(=O)c1c(C)[nH]c(C(=O)C(C)Sc2nnc(-c3cc(OC)c(OC)c(OC)c3)o2)c1C (stereo unspecified) | 0.6 | -0.01 | 0.3 | 9 | 72* | -7 | 40 | -8 | -14
COc1ccc(OC)c(C(=O)c2coc3ccc(OCC(=O)O)cc23)c1 | 1 | -0.15 | 0.9 | 3 | 5 | 7 | 4 | 16 | -62
COC(=O)c1ccc(CSc2nc3c(cnn3-c3ccc(Cl)cc3)c(=O)[nH]2)o1 | 0.1 | -0.72 | 0.2 | 7 | 76* | -10 | 90* | 7 | -26
CCC(C)NC(=O)Cn1nc([N+](=O)[O-])c(Cl)c1C (stereo unspecified) | 0.7 | -0.67 | 1.1 | · | -14 | 8 | 26 | -3 | -5
Clc1ccc(-c2nc(N3CCCCC3)nc3ccccc23)cc1 | · | 0.95 | · | 2 | · | -47 | · | 10 | ·
COc1cc(C2C3C(=O)N(c4ccccc4)C(=O)C3ON2c2ccccc2)ccc1O (stereo unspecified) | 0.4 | -1.1 | 0.3 | 2 | 69* | · | 58* | · | ·
Cc1ccc(C)c(OCCCCCn2ccnc2)c1 | 0 | 1.4 | 0 | 0 | 100* | -29 | 100* | 17 | -21
Nc1nonc1C(=O)NCCNCc1cc(Br)ccc1OCc1ccc(F)cc1 | 0.7 | 0.35 | 0.8 | 9 | 25 | -25 | 35 | -5 | -20
NC(=O)COC(=O)c1cc(S(=O)(=O)N2CCOCC2)ccc1N1CCCCC1 | 0.9 | 0.00035 | 1 | 7 | 2 | -22 | 8 | 12 | -6
CC(C)Cn1cc(C(=O)NCCCOC(C)C)c2c3ccccc3n(C)c2c1=O | 0.8 | -0.78 | 0.7 | 4 | 34 | -5 | 19 | 9 | -24
COc1ccccc1CNC(=O)C[n+]1ccccc1 | 1.1 | -0.2 | 0.8 | 1 | 22 | -3 | -7 | -2 | 11
O=C(c1ccco1)N1CCN=C1SCc1cccnc1 | 0.9 | 1.1 | 1.1 | · | -7 | 10 | 12 | -2 | -6
N/C(=N\c1nc2ccccc2o1)NC(=O)c1ccccc1NC(=O)c1ccccc1 | 1 | -0.76 | 1.1 | 9 | -14 | -6 | 4 | 4 | -14
CCOc1ccc(-c2cc(CCCC(=O)NCc3ccco3)no2)cc1 | 1 | 0.53 | 0.8 | -1 | 19 | · | 2 | · | ·
CN(C)C=Nc1ncc2c3ccccc3n(CCN(C)C)c2c1C#N | 0.8 | 2.9* | 0.4 | -3 | 58* | 26 | 19 | -29 | 4
Cc1cccc(Oc2ncnc3oc(-c4ccccc4)cc23)c1C | 0.7 | -0.35 | 0.5 | · | 54* | -16 | 28 | 2 | -2
Cc1ccc2c(c1)c1c3n2CCCNC3CCC1 (stereo unspecified) | 1.1 | -1.3 | 1 | · | -4 | 2 | -11 | 10 | -42
O=C(c1ccccc1)N1CCN(c2ccccc2F)CC1 | 0.1 | 0.025 | 0.3 | -3 | 66* | -5 | 93* | 0 | 10
CC(C)N=C(NC#N)SCc1ccc(F)cc1 | 0.1 | -1.1 | 0.4 | 0 | 63* | -20 | 95* | 9 | 4
O=C(CSc1nnnn1-c1ccc(Cl)cc1)NC(=O)Nc1ccc2c(c1)OCCO2 | · | -0.73 | · | 2 | · | -18 | · | 5 | -13
CCCc1cc(=O)[nH]c(SCC(=O)Nc2nonc2N)n1 | 1 | -0.32 | 0.6 | 10 | 36 | 10 | 4 | 86* | -34
Cc1nc(-c2cccc(-c3noc(C)n3)c2)no1 | 0.8 | 0.73 | 0.9 | 2 | 8 | 7 | 22 | 35 | 10
C/C(=C\C(=O)c1ccc(Cl)cc1)Nc1ccc(N2CCOCC2)cc1 | 0.9 | · | 1 | 8 | 3 | 0 | 10 | 1 | 1
Cc1nc2c(-c3ccc(F)cc3)c(C)nn2c(C)c1CCC(=O)N1CCN(c2ccccc2)CC1 | 0.5 | 2 | 0.4 | -1 | 56* | -1 | 50* | 18 | -19
CCOC(=O)c1ccc(NC(=O)C2CCCN(S(=O)(=O)c3ccc(F)cc3)C2)cc1 (stereo unspecified) | 0.7 | 0.15 | 0.7 | 2 | 31 | 4 | 34 | 19 | -10
CCOC(=O)c1sc2nc(CC(=O)OC)nc(N3CCN(c4ccc(OC)cc4)CC3)c2c1C | 0.1 | 0.83 | 0 | 4 | 96* | -39 | 89* | -13 | -27
Cc1ccc(S(=O)(=O)NCC2CCC(C(=O)O)CC2)cc1 (stereo unspecified) | 1 | -0.17 | 0.9 | 2 | 8 | -14 | 4 | -3 | 5
CCCCn1c(N)c(Sc2ccc(Cl)cc2)c(=O)[nH]c1=O | 0.6 | -0.088 | 0.8 | 2 | 17 | 4 | 42 | 1 | -18
N#CCCn1ccc(NC(=O)c2ccc(Cl)cc2)n1 | 0.8 | 0.6 | 0.9 | 5 | 6 | 3 | 20 | 2 | -17
O=C(Nc1ccc2oc(-c3ccccc3)nc2c1)c1ccc2c(c1)OCCO2 | 0.5 | 0.85 | 0.3 | 0 | 66* | -6 | 53* | -30 | 0
CN(C)CCCNC(=O)Cc1ccc(Br)cc1 | 1.1 | 0.33 | 1.1 | 7 | -12 | -3 | -11 | 4 | -17
Nc1nc(Cl)cc(N2CCC(c3cc(-c4ccc(Cl)cc4Cl)n[nH]3)CC2)n1 | 0.8 | 1.6 | 1 | · | -4 | -8 | 24 | 1 | -25
CCOC(=O)c1cccc(NC(=O)Cn2c(CC(=O)N3CCCC3)nc3ccccc32)c1 | 0.8 | 0.22 | 0.1 | 6 | 88* | 1 | 17 | -17 | -39
O=C1N2c3ccccc3CCc3cccc(c32)C1(O)C(F)(F)F (stereo unspecified) | 0.5 | -2.2 | 0.7 | · | 34 | 2 | 52* | -3 | -12

At a glance, six of the compounds above:
SMILES | CYP2C19 activ | hDAT+cocaine | CYP2C9 activ | Calb biofilm kill | CYP2C9 inh | IL1B cytotox | CYP2C19 inhib | VCAM1 TNFa inh | TNFa cytotox
Cc1nc(-c2cccc(-c3noc(C)n3)c2)no1 | 0.8 | 0.73 | 0.9 | 2 | 8 | 7 | 22 | 35 | 10
C/C(=C\C(=O)c1ccc(Cl)cc1)Nc1ccc(N2CCOCC2)cc1 | 0.9 | · | 1 | 8 | 3 | 0 | 10 | 1 | 1
Cc1nc2c(-c3ccc(F)cc3)c(C)nn2c(C)c1CCC(=O)N1CCN(c2ccccc2)CC1 | 0.5 | 2 | 0.4 | -1 | 56* | -1 | 50* | 18 | -19
CCOC(=O)c1ccc(NC(=O)C2CCCN(S(=O)(=O)c3ccc(F)cc3)C2)cc1 (stereo unspecified) | 0.7 | 0.15 | 0.7 | 2 | 31 | 4 | 34 | 19 | -10
CCOC(=O)c1sc2nc(CC(=O)OC)nc(N3CCN(c4ccc(OC)cc4)CC3)c2c1C | 0.1 | 0.83 | 0 | 4 | 96* | -39 | 89* | -13 | -27
Cc1ccc(S(=O)(=O)NCC2CCC(C(=O)O)CC2)cc1 (stereo unspecified) | 1 | -0.17 | 0.9 | 2 | 8 | -14 | 4 | -3 | 5

Source: PubChem BioAssay
